TLR4 MyD88 comp – TLR4-MyD88 interaction inhibition in cells; HeLa CL3-4 TLR4/MyD88 BLA complementation, FRET ratio; inhibition, % at 8.4 µM; 0.18% of 200,000 active; in the data active = inhibition above about 25%;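 note: 0% = vehicle and 100% = reference inhibitor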
APP 5'UTR act – activates APP 5'UTR luciferase reporter | AID 1276 | SH-SY5Y APP 5'UTR luciferase reporter, luminescence; zero percent = DMSO vehicle wells | 1% of 190,000 active | activation, % at 2 µM;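 active = activation above a set limit, based on mean plus 3 SD of controls, cut at about 140% in these data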; note: values of inactives mirror those of a sister screen read the other way
NF-kB neuron act – NF-kB expression increase, human neuronal cells; fold change at 12.5 µM; 1.6% of 190,000 active; NF-kB reporter expression; active compounds read high; AID 1239; in the data active = fold change above about 3.3
Diaphorase inh – diaphorase inhibition or chemical oxidation counter-screen | 0.69% of 190,000 active | AID 1217 | inhibition, % at 20 µM | diaphorase resazurin-to-resorufin fluorescence, NADH, 16 min; bacterial (C. kluyveri) enzyme, not human;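 active = primary screen inhibition at 20 µM above a set limit, cut at about 50% in these data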;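 note: plate controls were DMSO with full reaction for no effect and wells lacking NADH for full effect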
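controls = No-NADH positive control and DMSO neutral control | system = Clostridium kluyveri diaphorase enzyme | timing = reaction incubation of 16 min at room temperature | signal = resorufin fluorescence 544/590 nm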
APP 5UTR inh – APP translation inhibition; SH-SY5Y APP 5'UTR-luciferase reporter, luminescence; inhibition, % at 2 µM; 0.82% of 190,000 active; AID 1285;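 active = inhibition above a set limit, derived from the sample mean plus 3 SD, cut at about 45% in these data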; note: values of inactives mirror those of a sister screen read the other way
STAT1 act – increases IFN-gamma driven STAT1 reporter signal; NIH 3T3 STAT1-luciferase reporter, luminescence; 100% = IFN-gamma alone, no compound; 2.6% of 200,000 active; activation (% of control), % at 5.5 µM;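 active = activation above the screen-wide mean activation plus 3 SD, cut at about 130% in these data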;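 note: raw ratio to IFN-gamma control signal so 100% means no change and 0% no light; values of inactives mirror those of a sister screen read the other way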
FLuc stim CS – affects firefly luciferase, flagging false hits in luciferase stimulation screens | ATPlite luciferase biochemical, luminescence, 10 min; 0 = ATP-free wells, 1 = DMSO control | AID 1027 | 200,000 tested, under 10 active | activation factor at 10 µM;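 active = luciferase activation factor, scaled between plate controls, of at least 2 with compound at 10 µM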
Target sequence (P08659 whole entry, looked up): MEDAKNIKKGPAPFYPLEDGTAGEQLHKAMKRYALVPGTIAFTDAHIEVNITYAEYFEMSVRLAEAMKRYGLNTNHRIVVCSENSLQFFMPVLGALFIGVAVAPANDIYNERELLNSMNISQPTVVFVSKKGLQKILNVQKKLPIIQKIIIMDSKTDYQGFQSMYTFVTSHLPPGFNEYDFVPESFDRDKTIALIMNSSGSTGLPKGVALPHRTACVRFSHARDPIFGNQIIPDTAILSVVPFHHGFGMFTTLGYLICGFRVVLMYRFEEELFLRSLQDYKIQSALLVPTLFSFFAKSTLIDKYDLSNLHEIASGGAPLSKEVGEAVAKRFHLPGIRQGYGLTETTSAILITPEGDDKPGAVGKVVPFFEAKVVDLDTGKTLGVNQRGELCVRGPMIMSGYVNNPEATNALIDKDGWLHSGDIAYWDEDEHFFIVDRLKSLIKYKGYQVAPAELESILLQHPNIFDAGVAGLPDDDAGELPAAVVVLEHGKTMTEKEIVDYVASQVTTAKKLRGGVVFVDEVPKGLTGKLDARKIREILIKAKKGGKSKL
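Material: Luciferase/luciferin reagent mix | Doses: Test compounds dosed from 2 mM stocks in 100% DMSO | Timing: 10 min incubation after luciferase reagent addition, room temperature | Measured by: Luminescence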
Diaph act CS – counter-screen for diaphorase-based assays: diaphorase activators and chemical reducers; 0.005% of 190,000 active; Diaphorase/resazurin coupled assay, resorufin fluorescence, 16 min; active compounds read high; 1 = vehicle wells, 0 = NADH-free wells; activation factor at 20 µM;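 active = diaphorase activity raised at least twofold by the compound at 20 µM; inactive = activation factor below 2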
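Material: Purified diaphorase enzyme from Clostridium kluyveri | Buffer or medium: 50 mM HEPES pH 7.4 with 4.542 mM MgCl2, 0.005% Tween 20 | Times: 16 min enzyme reaction, ambient temperature | Signal: Red resorufin fluorescence at 544/590 nm excitation/emission | Measure: Increased resorufin signal from activators or reducing compounds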
G6PDH CS – L. mesenteroides G6PDH inhibition counter-screen; Purified L. mesenteroides G6PDH, diaphorase/resazurin coupled fluorescence, 45 min; inhibition, % at 5 µM; 0.12% of 200,000 active; AID 1020; in the data active = inhibition above about 50%
FLuc inh counter – Photinus pyralis luciferase inhibition counter-screen | P08659 | ATPLite firefly luciferase biochemical luminescence, 10 min | inhibition, % at 10 µM | 1.5% of 200,000 active | AID 1006;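 active = inhibition above about 50% when tested at 10 µM, limit read from the data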
An asterisk follows results filed as active; / = no result given.

SMILES	TLR4 MyD88 comp	APP 5'UTR act	NF-kB neuron act	Diaphorase inh	APP 5UTR inh	STAT1 act	FLuc stim CS	Diaph act CS	G6PDH CS	FLuc inh counter
CC(C)(C)P(=O)(N1CCOCC1)N1CCOCC1	-10	20	1.3	4	-20	98	1	1	3	-4
CCc1ccc(NC(=O)C(C)OC(=O)c2c(C)nn(Cc3ccccc3)c2Cl)cc1 (configuration not stated)	-8	2	1.3	23	-2	100	1	0.8	-21	-4
Cc1nn(Cc2ccccc2)c(C)c1C(=O)OCC(=O)Nc1cc(S(C)(=O)=O)ccc1Cl	5	8	1	3	-8	91	1	1	-3	-5
OC1(CN2CCOCC2)C2CC3CC(C2)CC1C3 (configuration not stated)	13	-6	0.81	5	6	106	1	1	1	-4
Nc1ccc([As](=O)(O)O)cc1	-9	-10	1.1	2	10	103	1.1	1	-2	-10
Cc1c(C(c2ccc(Br)cc2)c2c(O)c3ccccc3oc2=O)c(=O)n(-c2ccccc2)n1C (configuration not stated)	-7	8	1	16	-8	104	1.1	0.8	-1	-6
Fc1ccc(Cn2nnnc2C(c2ccc(F)cc2)N2CC=C(c3ccc(F)cc3)CC2)cc1 (configuration not stated)	-6	3	1.1	4	-3	99	1	1	8	-4
CC(C)C12CN3CCN(CC(C3)/C1=N\O)C2	-21	-3	1	4	3	97	1	1	6	-2
C=CCn1c(O)c(C(CC)=NCCc2ccccc2)c(=O)[nH]c1=O	-4	-23	1.1	5	23	99	1	1	4	-4
Cn1c(O)c(N=Nc2ccc(S(=O)(=O)N3CCOCC3)cc2)c(=O)n(C)c1=O	4	-2	0.88	0	2	100	1	1	-6	0
CCc1c(C)nc(N)nc1N1N=C1SC(C(C)=O)C(C)=O	-18	8	1.4	-4	-8	100	1	1	3	0
O=c1c2ccccc2nc(-c2ccccc2)n1-c1cccnc1	-5	-5	1.2	-4	5	98	1	1	-1	-5
O=C(Cn1cnc2sc3c(c2c1=O)CCCC3)NCCC(=O)N1CCC2(CC1)OCCO2	-9	-2	1.2	10	2	97	1.1	0.9	7	-6
Oc1cc2c(cc1CN1CCN(c3ccccc3)CC1)CCC2	11	3	0.98	/	-3	105	/	/	/	/
O=C1NC(c2cc3ccccc3nc2Cl)Nc2ccccc21 (configuration not stated)	6	-4	1	11	4	99	1.1	0.9	-2	-8
CC1(c2ccccc2)NCCN2C(=O)CSC21 (configuration not stated)	-4	0	1	11	0	102	1.1	0.9	-12	-8
O=C(N/N=C/c1c(O)n(CCC2=CCCCC2)c(=S)[nH]c1=O)c1ccccc1	-6	25	1.5	10	-25	116	1	0.9	1	-2
Nc1c(C(=O)OCC2CCCO2)c2nc3ccccc3nc2n1Cc1cccs1 (configuration not stated)	-1	-5	0.51	31	5	97	1	0.7	28	-2
CCN1CCN(c2nc3ccccc3s2)CC1	8	61	4.7*	6	-61	128	0.7	0.9	3	30
N=c1sc2c(n1Cc1ccccc1)CCCC2	0	0	0.96	14	0	99	1	0.9	-4	-5
O=C(c1cccs1)c1cn(Cc2ccccc2Cl)c2ccccc12	-6	9	0.95	20	-9	102	1	0.8	7	-4
O=c1c2ccccc2nc(CN2CCOCC2)n1-c1ccccc1F	-12	6	0.84	-2	-6	108	1	1	8	1
CCCCC(=O)N/N=C/c1c(O)n(Cc2ccco2)c(=O)[nH]c1=O	1	10	1.2	35	-10	101	1.1	0.7	-14	-5
Cc1ccc(C(=O)N/C(=C\Cl)P(=O)(c2ccccc2)c2ccccc2)cc1	-5	-4	1	7	4	106	1	0.9	-8	-4
COc1ccc(CCn2c(O)c(C=NCc3ccc4c(c3)OCO4)c(=O)[nH]c2=O)cc1OC	1	15	1	23	-14	143*	1.1	0.8	11	-7
CN(Cc1c[nH]c2ccccc12)C1CCCCC1	2	4	1.2	6	-4	90	1	0.9	2	-4
CCCCCn1c(=O)c(C(=O)NCc2ccccn2)c(O)c2ccccc21	3	8	1.1	29	-8	103	1.1	0.7	2	-5
COc1cccc(CCNCc2c(F)cccc2F)c1	2	-8	1.1	10	8	107	1.1	0.9	2	-9
O=[N+]([O-])c1ccc(C2C3C(c4ccccc4)=NC4(CCCCC4)N32)cc1 (configuration not stated)	2	-2	1.3	17	2	102	1.1	0.8	7	-10
O=C(c1ccccc1)c1cn(CC(=O)N2CCCC2)c2ccccc12	5	16	0.94	11	-16	98	1	0.9	-1	2

Overlap with the part before: 3 entries; new compounds follow.
SMILES	TLR4 MyD88 comp	APP 5'UTR act	NF-kB neuron act	Diaphorase inh	APP 5UTR inh	STAT1 act	FLuc stim CS	Diaph act CS	G6PDH CS	FLuc inh counter
COc1cccc(CCNCc2c(F)cccc2F)c1	2	-8	1.1	10	8	107	1.1	0.9	2	-9
O=[N+]([O-])c1ccc(C2C3C(c4ccccc4)=NC4(CCCCC4)N32)cc1 (configuration not stated)	2	-2	1.3	17	2	102	1.1	0.8	7	-10
O=C(c1ccccc1)c1cn(CC(=O)N2CCCC2)c2ccccc12	5	16	0.94	11	-16	98	1	0.9	-1	2
Cc1cc(Cl)ccc1C(=O)C1CCCN(C2CCSCC2)C1 (configuration not stated)	11	-12	/	-7	12	88	1	1.1	14	-3
CC12CNCC(C)(CNC1)C2O (configuration not stated)	0	18	0.94	10	-18	103	1.1	0.9	6	-9
O=[N+]([O-])c1ccc(N2CCCC2)c(F)c1Br	0	-8	1.3	17	8	88	1	0.8	0	0
CCN(CC)CCN1Cc2ccccc2C1=N	5	-1	1	9	1	106	1	0.9	-8	-3
Cc1cc(C)c2c(c1)-c1cc(C)nn1C(c1cccnc1)N2 (configuration not stated)	-24	23	1.1	19	-23	99	1	0.8	9	-5
CC(C(=O)c1ccccc1)N1C(=O)c2ccccc2C1=O (configuration not stated)	-13	3	0.98	4	-3	102	1	1	20	2
CN(C)P(=S)(Nc1ccccc1)C(Cl)(Cl)Cl (configuration not stated)	-3	5	1	3	-5	99	1	1	2	-4
O=c1c2ccccc2[se]n1-c1ccccc1	5	-19	1.4	70*	19	90	0	0.3	11	96*
CCOC(=O)c1c(-n2c(C)cc(/C=C3/C(=O)NC(=O)N(CC)C3=O)c2C)sc2c1CCCC2	11	7	/	/	-7	97	/	/	/	/
O=C(Nc1cccc2ccccc12)N1CCC2(CC1)OCCO2	4	-5	1.2	20	5	114	1	0.8	9	-3
O=C(N/N=C/C1C(=O)NC(=S)N(c2ccccc2)C1=O)c1cc(Br)c(O)c(Br)c1 (configuration not stated)	5	3	0.97	37	-3	103	1	0.6	19	1
CCOc1ccc(N2C(=O)NC(=O)/C(=C\c3ccc(N4CCCCC4)o3)C2=O)cc1	-4	-7	1.1	5	7	105	0.9	0.9	1	5
O[C@H]1[C@H](O)[C@@H](O)CN2CC[C@H](O)[C@H]12	-10	14	1.6	8	-14	103	1.1	0.9	6	-8
O=C(C1CCN(S(=O)(=O)c2ccccc2)CC1)N1CCC2(CC1)OCCO2	-13	-18	1.1	19	18	101	1	0.8	5	-4
CCN(CC)CCNCc1nc2ccccc2c(=O)n1-c1ccc(F)cc1	8	7	1.2	11	-7	98	1.1	0.9	9	-6
O=C(c1ccc(CNS(=O)(=O)c2ccccc2)cc1)N1CCC2(CC1)OCCO2	6	9	1.6	0	-8	98	1.1	1	2	-5
Nc1ccccc1C(=O)OCc1ccc([N+](=O)[O-])cc1	-7	9	2	8	-9	136*	1	0.9	9	-3
O=c1c2ccc(Cl)cc2[nH]c(=S)n1-c1cccnc1	-10	4	0.96	42	-4	89	1	0.6	5	0
CC12CC(c3ccccc3O1)C(C(=O)OCc1ccccc1)C(=O)N2 (configuration not stated)	-13	0	1.4	7	0	103	1	0.9	-1	-4
CCOP(=O)(OCC)C(NC(=O)c1cccc2ccccc12)C(Cl)(Cl)Cl (configuration not stated)	-10	4	1.2	-3	-4	105	1	1	6	0

Rewritten with bars between the fields: entries from further up.
SMILES | TLR4 MyD88 comp | APP 5'UTR act | NF-kB neuron act | Diaphorase inh | APP 5UTR inh | STAT1 act | FLuc stim CS | Diaph act CS | G6PDH CS | FLuc inh counter
O[C@H]1[C@H](O)[C@@H](O)CN2CC[C@H](O)[C@H]12 | -10 | 14 | 1.6 | 8 | -14 | 103 | 1.1 | 0.9 | 6 | -8
O=C(C1CCN(S(=O)(=O)c2ccccc2)CC1)N1CCC2(CC1)OCCO2 | -13 | -18 | 1.1 | 19 | 18 | 101 | 1 | 0.8 | 5 | -4
CCN(CC)CCNCc1nc2ccccc2c(=O)n1-c1ccc(F)cc1 | 8 | 7 | 1.2 | 11 | -7 | 98 | 1.1 | 0.9 | 9 | -6
O=C(c1ccc(CNS(=O)(=O)c2ccccc2)cc1)N1CCC2(CC1)OCCO2 | 6 | 9 | 1.6 | 0 | -8 | 98 | 1.1 | 1 | 2 | -5
Nc1ccccc1C(=O)OCc1ccc([N+](=O)[O-])cc1 | -7 | 9 | 2 | 8 | -9 | 136* | 1 | 0.9 | 9 | -3

Next section.
SMILES	TLR4 MyD88 comp	APP 5'UTR act	NF-kB neuron act	Diaphorase inh	APP 5UTR inh	STAT1 act	FLuc stim CS	Diaph act CS	G6PDH CS	FLuc inh counter
Fc1cccc(F)c1CN1CCN(Cc2c(F)cccc2F)CC1	6	4	1	14	-4	95	1.1	0.9	13	-6
Cc1oc(-c2ccccc2F)nc1CS(=O)CC(=O)N1CCC2(CC1)OCCO2 (configuration not stated)	-1	-29	1.4	6	29	105	1	0.9	-1	-4
C=COCCn1c(C)c(C(=O)OCC)c2cc(O)ccc21	6	5	1.1	22	-5	97	1.1	0.8	5	-5
O=C(c1ccc(N2CCCCC2)c([N+](=O)[O-])c1)N1CCC2(CC1)OCCO2	-18	-3	0.99	2	3	94	1.1	1	0	-9
CCOC(=O)C1(CCc2ccccc2)CCN(Cc2cccc3cnccc23)CC1	-1	20	1	20	-20	98	1	0.8	15	-1
C=CCOC(=O)COc1cc(C)cc2oc(=O)c3c(c12)CCC3	-3	-2	1.7	22	2	106	1.2	0.8	2	-20
ON1C2CCCCC2N(O)C1c1ccccc1F (configuration not stated)	-6	1	1	12	-1	97	1.1	0.9	1	-6
C=CCn1c(O)c(C=NCCCOc2ccc(CC)cc2)c(=O)[nH]c1=S	-6	-4	1	7	4	90	1	0.9	-6	-4
CC(Cc1cccs1)NCc1ccccc1 (configuration not stated)	-5	18	1.2	-8	-18	95	1	1.1	2	4
Cc1cccc(NP(=O)(Oc2ccccc2F)Oc2ccccc2F)c1	2	-5	0.43	30	5	100	1	0.7	-8	-1
Cc1cccc(-n2c(-c3ccco3)nc3ccccc3c2=O)n1	0	66	0.93	15	-66	99	1.1	0.8	9	-6
CN(C)CP(=O)(O)CN(C)C=O	-4	-3	1.2	-3	3	103	1	1	2	-2
COc1ccc(CCn2c(O)c(/C=N/NC(=O)c3ccncc3)c(=O)[nH]c2=O)cc1OC	-10	6	1.1	29	-6	105	1	0.7	-11	1
Cc1cc(/C=C2\C(=O)NC(=O)N(c3ccc(Cl)cc3)C2=O)c(C)n1-c1sc2c(c1C#N)CCCC2	-14	0	1.9	32	0	104	1.1	0.7	10	-12
COc1ccc(OCC(=O)N2CCN(CC3CC4C=CC3C4)CC2)cc1 (configuration not stated)	-3	22	0.95	15	-22	83	1	0.8	5	-3
CN(C)C(=O)Oc1ccc2ccccc2c1Cl	2	15	1.5	19	-15	108	1.1	0.8	18	-5
Cc1ccsc1C(=O)C1CCCN(Cc2cn(C)nc2C)C1 (configuration not stated)	-17	5	1.1	-1	-5	97	1	1	19	4

Screens: PubChem, several laboratories

Some of the compounds tested; rates above refer to the full screens.
